FUS suppressor: rescues growth of FUS-expressing yeast | hit rate 0.24% among 390,000 | S. cerevisiae FUS-expressing, growth rescue, OD600, 24 h | Potency, µM (doses to about 76.6 µM), for the others: top-dose growth rescue (activation), actives largely listed as activators;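 further: potency means the concentration at half of the fitted maximal effect; plate controls were DMSO vehicle for no effect and reference control for full effect; nearly all actives have a fitted effect of over 55% in size; some results filed as inactive show a strong effect at the top dose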
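FUS-expressing yeast, raffinose-pregrown, induced in 2% galactose minimal medium at OD 0.005; compounds in a dilution series, 24hr at 30C. Growth restoration read as absorbance at 600 nm. CP55940 positive control, DMSO negative.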
EPAC2 antag: antagonists of human EPAC2. Potency, µM (titrated, usually from 114 µM), inactives show top-dose activity, negative = inhibition, hits mostly inhibitors. Q8WZA2. hit rate 0.18% among 360,000. EPAC2 GEF exchange of Rap1B-BODIPY-GDP, fluorescence; further: potency means the concentration at half of the fitted maximal effect; on the % scale 0 is the no-effect control and ±100 the full control effect; nearly all actives have a fitted effect of over 45% in size; many of its hits are not listed in these tables
Target sequence (Q8WZA2 whole entry, looked up): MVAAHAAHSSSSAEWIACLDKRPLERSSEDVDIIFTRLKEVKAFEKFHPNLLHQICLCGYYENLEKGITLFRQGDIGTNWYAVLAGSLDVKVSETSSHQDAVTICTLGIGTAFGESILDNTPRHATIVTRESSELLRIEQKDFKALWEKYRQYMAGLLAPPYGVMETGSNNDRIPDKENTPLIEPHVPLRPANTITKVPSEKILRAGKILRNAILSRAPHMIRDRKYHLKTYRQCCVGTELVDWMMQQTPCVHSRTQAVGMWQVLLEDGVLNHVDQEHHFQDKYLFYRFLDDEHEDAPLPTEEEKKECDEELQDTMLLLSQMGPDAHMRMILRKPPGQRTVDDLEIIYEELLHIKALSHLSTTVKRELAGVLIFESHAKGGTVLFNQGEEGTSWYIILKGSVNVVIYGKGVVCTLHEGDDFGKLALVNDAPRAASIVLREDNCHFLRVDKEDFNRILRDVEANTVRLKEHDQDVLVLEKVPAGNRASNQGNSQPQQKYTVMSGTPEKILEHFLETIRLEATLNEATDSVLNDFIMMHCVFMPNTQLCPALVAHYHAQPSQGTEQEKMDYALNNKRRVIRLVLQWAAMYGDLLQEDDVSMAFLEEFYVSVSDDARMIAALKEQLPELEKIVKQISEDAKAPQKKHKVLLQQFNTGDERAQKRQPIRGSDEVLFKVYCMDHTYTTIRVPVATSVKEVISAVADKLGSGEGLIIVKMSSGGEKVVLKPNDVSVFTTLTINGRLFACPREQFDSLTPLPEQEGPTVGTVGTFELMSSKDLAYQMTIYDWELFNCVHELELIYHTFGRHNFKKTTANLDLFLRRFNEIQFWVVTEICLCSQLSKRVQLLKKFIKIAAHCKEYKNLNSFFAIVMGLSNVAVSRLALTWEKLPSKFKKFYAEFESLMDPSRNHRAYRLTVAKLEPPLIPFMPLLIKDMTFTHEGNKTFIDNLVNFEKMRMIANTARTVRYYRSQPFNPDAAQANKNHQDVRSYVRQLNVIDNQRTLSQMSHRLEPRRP
aSyn yeast inh: alpha-synuclein toxicity inhibition in yeast | hit rate 0.14% among 370,000 | Potency, µM (top dose mostly 46.1 µM), for the others: at the top dose growth rescue (activation), actives largely listed as activators | Yeast expressing alpha-synuclein, growth rescue, BacTiter-Glo, 24 h; further: potency means the concentration at half of the fitted maximal effect; % of control where 0% means no effect; nearly all actives have a fitted effect of over 65% in size
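Screening used galactose-induced yeast with toxic alpha-synuclein levels, exposed to compound for 24 hr at 30 deg C. Cell growth, read with BacTiter-Glo luminescence, gave the measured signal.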
TDP43 rescue: inhibitors of TDP-43 toxicity in yeast; TDP-43 expressing yeast growth rescue, BacTiter-Glo, 24 h; Potency, µM (titrated, usually from 46.1 µM), for the others: at the highest dose growth rescue (activation), most hits filed as activators; hit rate 1.8% among 410,000; AID 652104; further: potency means the concentration at half of the fitted maximal effect; % of control where 0% means no effect; nearly all actives have a fitted effect of over 50% in size
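Cell-based yeast growth screen: TDP-43 expression induced in galactose, inoculum OD600=0.02 after raffinose pregrowth to mid-log. Read-out BacTiter-Glo luminescence at 24 hr, 30 deg C; inhibition of toxicity seen as signal increase.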
D3 ag: D3 dopamine receptor (human) agonism; P35462; D3R DiscoveRx beta-arrestin cells, luminescence, 90 min; max activation, %; hit rate 0.58% among 410,000; AID 652048; in the data active means max activation above about 30%; further: 0% is about no effect; mostly tested at two doses, the higher about 12 µM
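Agonist-mode cell screen: cells plated at 1500/well and incubated overnight at 37 °C, then exposed to library compounds for 90 min at 37 °C. Detection reagent was added for 30–60 min at room temperature, and luminescence was read.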
EPAC2 ag: EPAC2 (human) agonism | Potency, µM (titrated, usually from 154 µM), without a hit: top-dose activation, usual class: activators | EPAC2 activation, biochemical qHTS; response scale: 100% = 6.5 mM cAMP response | hit rate 0.079% among 360,000 | Q8WZA2; further: potency means the concentration at half of the fitted maximal effect; nearly all actives have a fitted effect of over 50% in size
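Setup: EPAC2 100 nM, labeled Rap1B complex 250 nM, free GDP 50 uM. Compound titrations pinned in, brief spin, 5 min room temperature incubation. Kinetic fluorescence read over 30 min, normalized to 6.5 mM cAMP.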
DRD3 antagonist: blocks the human D3 dopamine receptor. P35462. D3R cells, DiscoveRx beta-arrestin luminescence, antagonist mode; active compounds read low. max response, negative = inhibition, %. hit rate 2.5% among 360,000. AID 652054; in the data active means max response below about -50%; inconclusive means no clear call, values can overlap the other calls; further: on the % scale 0 is the no-effect control and ±100 the full control effect; mostly tested at two doses, the higher about 12 µM
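Cells expressing the human receptor were seeded at 1500 cells/well, incubated overnight at 37 degrees C in 5% CO2, then exposed to library compounds with dopamine controls for 90 minutes at 37 degrees C before luminescent detection.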
Abeta rescue: A-beta toxicity reversal in yeast. yeast expressing A-beta42, growth rescue, OD600, 48 h; response scale: 0% DMSO, 100% iron-clioquinol control. Potency, µM (series often up to 46.1 µM), for the others: at the highest dose growth rescue, actives largely listed as activators. hit rate 0.063% among 410,000. AID 1347071; further: potency means the concentration at half of the fitted maximal effect; nearly all actives have a fitted effect of over 55% in size
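Growth rescue measured by 600 nm absorbance after 48 h yeast culture at 30 C with compound. Values normalized between DMSO and an equimolar ferric chloride plus clioquinol control.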
* marks the source's active call; other numbers are inactive results; ? = inconclusive; / = no result given; [ ] = remark or other dose. Unless noted, the call rests on the fitted dose curve; in most records, active means well fitted curve in the direction sought with a large enough effect; inconclusive means small, poorly fitted or top-dose-only effect, or another doubt; inactive means no such curve, though single readings can be large; an effect the other way counts as inactive or inconclusive. Only part of the results is shown; rates above refer to the full screens.

SMILES | FUS suppressor | EPAC2 antag | aSyn yeast inh | TDP43 rescue | D3 ag | EPAC2 ag | DRD3 antagonist | Abeta rescue
CN(CCO)c1cc(N2CCCCC2)c2nonc2c1[N+](=O)[O-] | 11% | -4% | 6% | -17%[0.397 µM] | -11 | -7% | -8 | -1%
Cc1cc(C)c(C(=O)N2CCC(N3CCC(C(=O)NC(C)C)CC3)CC2)o1 | 15% | -4% | -4% | -7% | -7 | 15% | -19 | 18%
COc1cc(C(=O)Nc2oc(-c3ccccc3)c(-c3ccccc3)c2C#N)cc(OC)c1OC | 27% | -5% | -1% | 2% | 2 | 7% | -5 | -8%
CSc1nc(O)c(C(c2ccccc2)c2c(O)nc(SC)[nH]c2=O)c(=O)[nH]1 | -3% | 1% | 1% | 14% | -1 | 8% | 6 | -6%
O=C(NCc1ccc(Cl)cc1)C1CCN(C(=O)Cc2ccccc2)CC1 | / | 2% | 7% | 2% | 8 | -6% | 1 | -8%
O=C(CC1OC(=O)c2ccccc21)Nc1ccccc1N1CCOCC1 (stereo unspecified) | -30% | 1% | 0% | 20% | 0 | 13% | ? | 0%[9.22 µM]
CCOC(=O)N1CCN(S(=O)(=O)c2ccc(C(=O)N(CCCN(C)C)c3nc4ccc(OC)cc4s3)cc2)CC1 | ? | 1% | -2% | -6% | -8 | 5% | -18 | 11%
CCn1c(COc2cccc(OC)c2)nnc1SCC(=O)N1CCOCC1 | 14% | 14% | 2% | -17% | 8 | 6% | 23 | 1%
CC(C)NC(=O)C1(C)CCN1C(=O)c1cccn1C (stereo unspecified) | -19% | 21% | 0% | 11% | 4 | 8% | 6 | -14%
O=C(Nc1ccc(Oc2ncnc3cc(Cl)ccc23)nc1)c1ccc(F)cc1 | 2% | 1% | 0% | -21% | -20 | 8% | -22 | -17%
O=C(Oc1cccc([N+](=O)[O-])c1)N1CCCCC1 | -35% | 3% | -2% | 12% | 4 | 10% | -15 | -1%
CC(=O)N1CCN(C(=O)CNC(=O)c2cccs2)CC1 | -18% | 25% | 2% | 7% | 7 | 10% | 8 | 4%
O=C(NC(=S)Nc1ccccc1Cl)c1ccco1 | -7% | -2% | -1% | ? | -7 | 9% | -19 | -1%
COc1cc2[nH]c(C(=O)N(C)Cc3ccccc3)cc2c(OC)c1OC | 10% | -14% | 1% | 26% | -10 | 4% | -4 | ?
Cc1cccc(C(=O)OCC(=O)c2ccc3c(c2)OCCO3)c1O | -6% | 8% | 2% | 22% | 3 | -1% | 36 | -3%
CC(Oc1ccccc1)C(=O)N=C1SC2CS(=O)(=O)CC2N1Cc1ccccc1 (stereo unspecified) | 25% | -1% | 14% | 3% | 5 | 7% | -3 | -7%
COc1cc(C)c(Cl)cc1S(=O)(=O)n1ccnc1C | -25% | -7% | 6% | 16% | 3 | -8% | -9 | 42%
O=C(N/N=C/c1cccnc1)c1ccc(NC(=O)c2ccc(F)cc2)cc1 | 15% | 4% | 4% | 13% | 5 | 4% | 5 | -1%
N/C(=N\OC(=O)Cc1ccccc1[N+](=O)[O-])c1ccccn1 | -2% | -4% | -4% | ? | -1 | 5% | 3 | -17%
COc1cc2c(cc1OC)C(C)N(C(=O)Cn1ncc3c1-c1cc(C)ccc1OC3)CC2 (stereo unspecified) | 25% | 3% | 2% | 24% | 3 | 7% | 7 | 23%

Gathered by group, the entries above with a halogen
SMILES | FUS suppressor | EPAC2 antag | aSyn yeast inh | TDP43 rescue | D3 ag | EPAC2 ag | DRD3 antagonist | Abeta rescue
O=C(NCc1ccc(Cl)cc1)C1CCN(C(=O)Cc2ccccc2)CC1 | / | 2% | 7% | 2% | 8 | -6% | 1 | -8%
O=C(Nc1ccc(Oc2ncnc3cc(Cl)ccc23)nc1)c1ccc(F)cc1 | 2% | 1% | 0% | -21% | -20 | 8% | -22 | -17%
O=C(NC(=S)Nc1ccccc1Cl)c1ccco1 | -7% | -2% | -1% | ? | -7 | 9% | -19 | -1%
COc1cc(C)c(Cl)cc1S(=O)(=O)n1ccnc1C | -25% | -7% | 6% | 16% | 3 | -8% | -9 | 42%
O=C(N/N=C/c1cccnc1)c1ccc(NC(=O)c2ccc(F)cc2)cc1 | 15% | 4% | 4% | 13% | 5 | 4% | 5 | -1%

Further structures.
SMILES | FUS suppressor | EPAC2 antag | aSyn yeast inh | TDP43 rescue | D3 ag | EPAC2 ag | DRD3 antagonist | Abeta rescue
CCN1CCN(C(=O)c2sc3nc(C)nc(N4CCC(C)CC4)c3c2C)CC1 | -15% | 1% | -3% | 7% | -5 | -8% | 13 | 11%
O=C(COc1ccc(S(=O)(=O)N2CCOCC2)cc1)N1CCc2ccccc2C1 | -4% | -9% | 1% | 7% | 4 | 1% | 10 | 1%
COC(=O)c1ccc(COC(=O)CNS(=O)(=O)c2ccc(C)cc2)cc1 | 12% | 8% | 1% | 3% | -4 | 4% | 1 | 1%
Cc1c(C(=O)N/N=C/c2ccc(O)c(Br)c2)sc(N)c1C#N | / | 7% | 0% | 10% | 3 | 2% | -3 | 14%
COc1ccc(/C=C(/NC(=O)c2ccco2)C(=O)Nc2cccc(C(=O)O)c2)cc1 | -4% | 9% | 0% | -4% | 5 | 7% | 7 | -8%
COc1ccccc1NC(=O)CC(=O)CSc1nnc(-c2ccc(C)cc2)n1C | ? | 2% | 7% | 21% | -2 | 0% | -5 | 11%
O=C1[C@@H]2[C@H](C(=O)N1CC(O)COCc1ccccc1)C1C=C[C@H]2C1 (stereo partly specified) | -24% | 2% | 1% | 4% | -5 | 7% | 9 | 0%
CS(=O)(=O)N(CC(=O)Nc1ccccc1F)C1CCCCC1 | -9% | 4% | 0% | 17% | 2 | 4% | 5 | -2%
COCCCN1C(=O)/C(=C/c2ccc(CNS(=O)(=O)c3ccccc3)o2)C(C(=O)OC)=C1C | 21% | 26% | -3% | -20% | -14 | 17% | -19 | -4%
O=C(O)c1cccc(N(CCO)CCO)c1 | -2% | 3% | -5% | -10% | 6 | -2% | 3 | 0%
CN1C(=O)[C@H]2[C@@H](c3ccc(C(F)(F)F)cc3)N[C@]3(CCCN(CC4CCCCC4)C3=O)[C@H]2C1=O | 37% | 4% | -3% | ? | -13 | 4% | -19 | 7%
Cc1cccc(OC(C)C(=O)Nc2nc(-c3ccncc3)cs2)c1 (stereo unspecified) | 1% | ? | -1% | -5% | 0 | 0% | 2 | 9%
O=C(Cn1ccccc1=O)c1cccs1 | -26% | 0% | -7% | 5% | 7 | 12% | 4 | 2%
COc1ccc(OC)c(NC(=O)c2sc3nc(Cc4ccccc4)cc(C(F)(F)F)c3c2N)c1 | 9% | ? | -3% | -16% | 11 | -7% | 26 | 2%
Cc1cc(O)c(-c2cc(C(=O)Nc3sc4c(c3C(=O)NCc3ccco3)CCC4)[nH]n2)cc1C | 45% | 15% | -5% | -27% | -1 | -1% | -29 | -9%
COc1ccccc1C(=O)N1C(CC(=O)Nc2ccc(C)c(C)c2)C(=O)NC2CCCCC21 (stereo unspecified) | 25% | -7% | -1% | 5% | 2 | 2% | 2 | 8%
CCCN(C(=O)Cn1c(=O)oc2cc(Cl)ccc21)c1ccc(C(C)C)cc1 | 17% | / | / | 14% | -16 | / | / | ?
CN1CCN(C(=S)NC(=O)/C=C/c2ccccc2)CC1 | 7% | 1% | -14% | -19% | 15 | -3% | -8 | -6%
C[C@H]1CN([C@@H](C)CO)C(=O)c2cc(NC(=O)C3CCCCC3)ccc2O[C@H]1CN(C)C(=O)Nc1ccc2c(c1)OCO2 | 26% | 4% | -3% | 5% | -9 | -3% | ? | -3%
CC(O)[C@H]1CNC(=O)C(=O)N1CCC12CC3CC(CC(C3)C1)C2 (stereo partly specified) | -9% | -7% | -3% | 1% | 18 | -5% | 3 | -13%
Cc1c(Cl)cccc1NC(=O)c1ccc2c(c1)CCN2S(=O)(=O)c1ccccc1 | 3% | / | / | 17% | 3 | / | / | -7%
CCOc1ccc(/C=C/c2nc(C#N)c(NCc3ccc(OC)cc3)o2)cc1 | 0% | / | / | 9% | 7 | / | / | 0%
Cc1ccc(S(=O)(=O)NCCNC(=O)N2CCOCC2)cc1 | -22% | 5% | / | 15% | 2 | 6% | 23 | 15%
Cc1ccc(S(=O)(=O)n2nc(OC(=O)C(C)(C)C)cc2N)cc1 | 21% | 4% | 9% | 16% | 4 | -13% | -4 | 9%
Cc1cccc(NC(=O)CN2C(=O)COc3ccc(Cl)cc32)c1C | -11% | 5% | 6% | 15% | -2 | 9% | -4 | 6%
COc1cc(CN(C(=O)c2ccc(C)cc2)C2CCS(=O)(=O)C2)cc(OC)c1OC (stereo unspecified) | ? | / | / | 21% | 3 | / | / | 12%
COc1ccc(C)cc1NC(=O)CNCc1cccs1 | -19% | -10% | 1% | 1% | -6 | 1% | -1 | -9%
CCOC(=O)Cc1csc(NC(=O)c2cccs2)n1 | 26% | 15% | -14% | -23% | -9 | 4% | -16 | -3%
COc1cc2c(cc1OC)C(Nc1ccc(S(N)(=O)=O)cc1)=NC(C)(C)C2 | 11% | 13% | 0% | -4% | 3 | -5% | 3 | -7%
Cc1cc(Cl)ccc1Oc1nc(-c2ccc(F)cc2)ccc1C#N | 16% | 2% | -10% | 7% | -37 | 2% | 26 | -10%
COc1ccc(NC(=O)C(c2ccnc3ccccc23)n2c(=O)c(-c3ccco3)nc3ccccc32)cc1 (stereo unspecified) | 44% | 3% | 2% | 25% | 1 | 7% | 1 | 6%
O=C(Nc1ccncc1)Nc1ccc(F)cc1F | -7% | 1% | 10% | -20% | 6 | 5% | 14 | 10%
Cc1ccccc1N=C1Nc2ccccc2CS1 | 12% | -1% | -2% | -1% | 0 | -1% | -3 | ?
COc1cc(CC2COC(c3ccc(O)c(OC)c3)C2COC(C)=O)ccc1O (stereo unspecified) | 6% | 3% | 0% | -9% | -20 | 6% | -17 | -36%[inhibitor]
CC1=C(C(=O)N(C(C)C)C(C)C)CC(CC(=O)NC2CCCC2)C(=O)N1Cc1ccccc1 (stereo unspecified) | 16% | -2% | -7% | 0% | 1 | 6% | 3 | 2%
Cc1ccccc1C(=O)Nc1c(C(=O)N(CCN(C)C)Cc2ccco2)oc2ccccc12 | 14% | 4% | 0% | 3% | -18 | 8% | -13 | 19%
Cc1ccc(Cn2ccc(NC(=O)c3nn(C)cc3[N+](=O)[O-])n2)cc1 | 3% | 7% | 0% | 6% | 2 | 10% | 29 | -2%

Screening results as filed in PubChem BioAssay.
